# CRFR2-BP ag – CRF-BP/CRF-R2 complex agonism; HEK293 CRF-R2/CRF-BP, calcium dye fluorescence (FLIPR); percent of saturating CRF peptide response; 350,000 tested, 0.46% active; activation, % at 13.2 µM;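 active means activation of at least 50%, plus an integration ratio under a set limit after plate pattern correction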;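 further: plate controls were neutral control wells without compound for no effect and CRF at EC100 for full effect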
# UBC9 SUMO inh – blocks human SUMOylation mediated by UBC9; P63279; inhibition, % at 35 µM; HTRF SUMOylation assay, SAE1/SAE2 + UBC9, in vitro; AID 2006; 290,000 tested, 0.36% active; in the data active means inhibition above about 50%, passing the limit was not always enough; further: strong numbers were not always called active
# Target sequence (P63279 whole entry, looked up): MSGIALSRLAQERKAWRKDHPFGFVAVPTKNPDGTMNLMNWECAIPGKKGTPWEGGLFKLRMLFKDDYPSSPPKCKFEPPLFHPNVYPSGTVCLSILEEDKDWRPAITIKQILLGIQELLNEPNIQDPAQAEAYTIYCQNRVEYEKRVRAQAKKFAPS
# GalR3 antagonist – human GalR3 antagonism | HEK293 GalR3-CNG cAMP membrane potential fluorescence; galR3 body fused to GalR1 C-terminus | O60755 | 360,000 tested, 0.44% active | inhibition, % at 3 µM;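 active means inhibition above the screen-wide average plus 3 SD, cut at about 13% in these data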;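 further: forskolin and galanin both at EC90 stimulate the cells; cAMP rise reported by CNG channel membrane potential dye signal; 0% = forskolin plus galanin with DMSO and 100% = forskolin alone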
# Target sequence (O60755 1-299 limits assumed): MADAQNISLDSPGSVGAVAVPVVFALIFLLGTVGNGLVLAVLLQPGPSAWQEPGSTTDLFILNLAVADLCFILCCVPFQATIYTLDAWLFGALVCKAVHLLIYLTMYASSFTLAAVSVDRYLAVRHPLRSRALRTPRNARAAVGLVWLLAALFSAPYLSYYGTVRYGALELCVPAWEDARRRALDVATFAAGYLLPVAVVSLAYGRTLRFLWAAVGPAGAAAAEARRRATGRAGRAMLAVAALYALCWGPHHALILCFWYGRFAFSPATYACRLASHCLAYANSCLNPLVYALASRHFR
# FID counter – displaces DNA intercalator in HCV helicase counter-screen. DNA fluorescent intercalator displacement, fluorescence. inhibition, % at 7.9 µM. 290,000 tested, 0.17% active; in the data active means inhibition above about 37%;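 further: 0% = vehicle and 100% = reference compound; higher means more ethidium bromide displaced from hairpin DNA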
# MEKK2wt PB1 HTS – raises or lowers MEK5 binding to wildtype human MEKK2 PB1 domain. Q9Y2U5. bead flow cytometry, Alexa488-MEK5 binding to MEKK2 WT; actives lie on both sides. binding response (% of control), % at 10 µM. 290,000 tested, 1.1% active. AID 1531; in the data active means binding response below about 67% or above about 130%
# MEKK2mut PB1 HTS – signal of MEK5 binding to mutant human MEKK2 PB1 domain; bead flow cytometry, Alexa488-MEK5 binding to MEKK2 mutant; percent response, % at 10 µM; 290,000 tested, 0.35% active; AID 1530; in the data active means percent response above about 24%, passing the limit was not always enough; further: inactives centre near 1; some results filed as inactive read as strong as hits
# CRFR2-BP antag – antagonists of CRF-binding protein/CRF-R2 receptor complex; HEK293 CRF-R2/CRF-BP, CRF-induced calcium fluorescence; inhibition, % at 11.8 µM; 350,000 tested, 0.59% active; AID 588475;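 active means inhibition of the ligand-induced calcium signal above about 50% at the single tested concentration, limit read from the data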
# NS3 helicase inh – HCV NS3 helicase inhibition | NS3 helicase DNA unwinding, Cy5 molecular beacon fluorescence | inhibition, % at 10.9 µM | 290,000 tested, 0.56% active | AID 1800;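 active means inhibition above the mean of all tested compounds plus 3 SD, set per campaign, cut at about 35% in these data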;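 further: 0% = DMSO wells and 100% = thioflavine S control wells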
#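 Measured by: Cy5 fluorescence, 0 and 60 min reads / Assay system: NS3 helicase fragment of HCV / Control set: low DMSO, high thioflavine S at 110 µM / Times: 1 h reaction at 25 °C, ATP-initiated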
# MEKK3 PB1 HTS – raises or lowers MEK5 binding to the human MEKK3 PB1 domain; 290,000 tested, 1.4% active; AID 1529; bead-based flow cytometry, Alexa488-MEK5 binding to MEKK3; actives lie on both sides; 0 = blocked by unlabeled MEK5, 100 = vehicle; binding response (% of control), % at 10 µM; Q99759;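 active means binding response more than 3 SD above or below the average of its plate-row segment, actives on both sides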;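 further: Alexa488 bead fluorescence after subtracting the streptavidin-only scavenger bead signal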
# * = called active by the depositor; / = no result given; [ ] = dose if it differs, or a comment. These rows are one share of the data; the hit share may differ from the screen's.
# Value order: FID counter	NS3 helicase inh	UBC9 SUMO inh	GalR3 antagonist	CRFR2-BP ag	CRFR2-BP antag	MEKK2mut PB1 HTS	MEKK3 PB1 HTS	MEKK2wt PB1 HTS
- O=C(NCc1ccc2c(c1)OCO2)C1CCC(=O)N1C1CCCCC1 (centres undefined)
    -4	-4	14	-5	1.0	-9	-2	102	92
- NC(N)=N/N=C/c1ccc(Cl)c(Cl)c1
    5	-14	-7	-1	0.5	-15	17	104	124
- Cc1ccc(Cn2c(SCCN3CCCCC3)nc3c2c(=O)n(C)c(=O)n3C)cc1
    18	-11	16	-1	-2.2	-24	3	99	102
- CC(C)(C)NS(=O)(=O)c1ccc(OCC(=O)NCc2ccco2)cc1
    -12	2	21	-4	-0.5	-5	-9	101	92
- Cc1ccc(/C=N/N2CCN(c3ccccn3)CC2)cc1
    -3	6	-8	2	-1.2	-12	/	/	/
- Cc1cccc(/C=N/NC(=O)c2cc3c(s2)-c2ccccc2CC3)c1
    1	-7	-4	1	2.6	-8	11	101	98
- Cc1ccc(Nc2nc(C(=O)N3CCC(C(=O)NCCN4CCOCC4)CC3)cs2)cc1
    1	2	-1	-5	-1.1	-5	1	101	100
- COc1ccc(-c2nc(C#N)c(N3CCN(C(=O)c4ccco4)CC3)o2)cc1OC
    -18	-18	8	0	0.0	-9	8	100	103
- COc1ccc(OCc2cccc(C(=O)Nc3ccc(CN4CCCCC4)cc3)c2)cc1
    24	-52	-7	13*	-0.5	-24	0	100	112
- O=c1nc2ccccc2c(NS(=O)(=O)c2ccccc2)n1-c1ccccc1
    3	4	-7	-5	-2.4	9	2	106	104
- Cc1ccc(NCc2nnc(SCC(N)=O)n2CC2CCCO2)c(C)c1 (centres undefined)
    -8	8	4	-3	-1.4	2	-2	92	95
- CC12CN(C(=O)c3ccc(Cl)cc3)C3(C#N)CC1CCC23C (centres undefined)
    -11	-2	0	1	-0.5	0	2	102	98
- COc1ccc(CCC(=O)N(C)CC(=O)Nc2ccc(Cl)c(C(F)(F)F)c2)cc1
    -23	-17	-17	-4	-0.6	-4	-7	94	96
- O=C(c1ccco1)N(Cc1ccccc1)Cc1ccccn1
    -5	3	25	-4	-2.6	-7	1	102	97
- COc1ccc(NC(=O)c2ccccc2NS(C)(=O)=O)cc1OC
    -3	0	-26	-2	2.0	-16	3	101	108
- O=C(CSc1nnnn1-c1cccc(C(=O)O)c1)NC(c1ccccc1)c1ccccc1
    -36	15	17	-3	-1.6	5	1	101	98
- O=C(NCC1CCCO1)c1nc2c(nnn2Cc2ccccc2Cl)c(=O)[nH]1 (centres undefined)
    -25	8	-7	-2	0.1	11	3	94	97
- CCCNC(=O)CC(NS(=O)(=O)c1ccc(OC)cc1)c1ccco1 (centres undefined)
    -2	-6	0	8	-3.6	-2	4	102	102
- O=C(O)c1ccc(NS(=O)(=O)c2cc(Cl)ccc2Cl)cc1O
    -6	12	16	1	1.1	-38	3	101	107
- COc1ccc(C(=O)NNC(=O)c2ccc3ccccc3c2O)cc1
    -1	2	-20	-8	-1.0	11	0	102	103
- O=C(O)CCC(=O)N1N=C(c2cccs2)CC1c1cccc([N+](=O)[O-])c1 (centres undefined)
    -24	-4	18	-3	-3.1	-3	1	106	103
- COc1ccc2cc3cc(C(=O)N4CCCC(C)C4)oc3nc2c1 (centres undefined)
    -39	3	8	1	0.4	3	2	103	103
- O=C1OCCN1CCN(CN1C(=O)CCC1=O)CN1C(=O)CCC1=O
    -3	5	16	-7	1.7	11	-1	99	95
- Cc1ccc(-n2nc3c([n+]2[O-])CCc2nonc2-3)cc1
    -3	-5	-5	0	0.9	17	-6	103	93
- Cc1ccc2[nH]c(=O)c(COC(=O)C3CCCCC3)cc2c1
    -17	-11	14	-9	2.3	-38	21	129*	119
- CCO[C@@H]1OC(C(=O)N2CCN(Cc3ccc4c(c3)OCO4)CC2)=C[C@H](c2cn(C(C)=O)c3ccccc23)[C@H]1CCCO
    -28	-29	-3	0	-0.4	3	9	89	111
- CCc1cccc2c(C(=O)CSc3nnc(-c4ccncc4)n3C)c[nH]c12
    -8	-9	-3	-4	-0.5	-9	0	99	98
- CC1CCN(CCNC(=O)C2CCCN(S(=O)(=O)c3cccc4nsnc34)C2)CC1 (centres undefined)
    3	-10	-8	-8	0.9	26	6	102	102
- COc1ccc(CCn2c(C3CCCCC3)nc3c(c(=O)c4ccccc4n3C)c2=O)cc1
    -23	-11	15	-5	62*	-17	-4	99	85
- CCOc1ccc(NC(=O)c2nc(SCC)ncc2Cl)cc1
    -17	10	29	-5	0.5	5	4	107	106
- COc1ccc(NS(=O)(=O)c2cccc(C(=O)NNC(=O)CNC(=O)c3ccccc3)c2)cc1
    -10	4	1	4	6.3	-2	6	101	105
- COC(=O)C1=C(C)N(c2ccc(OC)cc2)C(=O)/C1=C\c1cccs1
    4	-2	9	-1	-1.3	7	-2	103	93
- CCOC(=O)N1CCN(S(=O)(=O)c2ccc(Cl)cc2)CC1
    -10	-2	6	-5	-0.5	3	13	113	118
- COC(=O)c1sccc1NC(=O)CC1C(=O)NCCN1C(=O)Nc1ccccc1 (centres undefined)
    -12	5	5	-5	0.5	21	-3	104	98
- Cc1ccc(C(=O)COc2cc(C)nc3nncn23)cc1
    -3	-1	-1	-4	-1.5	4	0	101	102
- C=CCn1c(SCC(=O)Nc2ccc(OC)cc2)nc2c([nH]c3ccccc32)c1=O
    -7	5	24	1	1.1	6	0	93	99
- Cc1nc(SCC(=O)OCc2ccccc2)c2c(=O)n(C)c(=O)n(C)c2n1
    /	/	6	/	-0.2	-9	7	105	110
- COC(=O)C/C=C/[C@@H](C)[C@@H](/C=N/O[C@H](C)c1cn([C@@H]2COC[C@H]2O)nn1)NS(=O)(=O)c1ccc(C)cc1
    -37	3	5	/	/	/	-2	103	103
- C=C(C)C1CC=C(C)/C(=N/NC(=O)CCC(=O)Nc2ccccc2Cl)C1 (centres undefined)
    -37	23	12	-6	-4.1	-12	0	102	96
- Cc1ccc(C(=O)O)c(C(=O)Nc2nc(C)cs2)c1
    4	-8	19	-4	0.2	8	-3	99	96
- CC(C)[C@H](NC(=O)[C@@H]1CSC2c3ccccc3C(=O)N21)C(=O)NC1CCCC1 (some centres undefined)
    -20	-3	/	-8	-0.1	-17	-3	100	97
- O=C(CSCc1nc2c(nnn2Cc2ccc(F)cc2)c(=O)[nH]1)Nc1cccc(C(F)(F)F)c1
    9	4	5	-4	5.4	-11	-14	99	90
- CC(=O)N1CCC2(CC1)C/C(=N\NC(=S)Nc1ccc(C)cc1)c1cc(O)ccc1O2
    -27	-19	4	-3	1.2	-19	-4	106	101
- Cc1cccc2cc(C#N)c(SCCN3CCCCC3)nc12
    21	7	/	/	4.5	-24	6	104	110
- Cc1cccc(C)c1NC(=O)c1cccc2c1C(=O)N(C1CCCCC1)C2
    -57	-1	11	/	1.9	19	-2	101	91
- CCOC(=O)C(Cc1ccccc1)NC(=O)CCc1c(C)nc2nc(C)nn2c1C (centres undefined)
    -8	-16	23	4	-2.3	10	-1	99	96
- O=S(=O)(c1ccccc1)c1nc(-c2ccco2)oc1Nc1ccccc1
    -21	-17	1	-8	0.2	-19	-2	94	92
- CC1CC(C)CN(c2oc(-c3ccccc3Cl)nc2C#N)C1 (centres undefined)
    2	7	-15	-2	0.6	22	-2	99	98
- Nc1nnn(CC(=O)N/N=C/c2ccccc2)n1
    -1	-2	24	1	5.7	19	-2	110	99
- CN1C(=O)c2cccc3c(S(N)(=O)=O)ccc1c23
    -3	8	47	-3	-2.2	9	3	105	104
- Cc1ccc(-c2csc(=Nc3cccnc3)n2CCCn2ccnc2)cc1C
    12	-61	3	6	5.7	-21	-1	95	101
- CC(=O)Nn1c(-c2ccccc2)cc2ccccc21
    1	-4	-6	0	0.3	0	7	109	105
- Cc1ccc(C(C(=O)NC2CCCC2)N2CCCCC2)cc1 (centres undefined)
    3	-7	4	3	0.4	1	10	109	107
- COc1cccc(-n2c(SCC(=O)NCc3cccs3)nc3ccccc3c2=O)c1
    -17	-5	-3	-5	-1.9	27	-2	94	94
- NNC(=O)c1sc2cc(C(F)(F)F)cnc2c1-c1cccnc1
    -5	-7	1	-4	0.2	-17	1	100	99
- CN1CCN(NC(=O)Nc2cccc(Cl)c2Cl)CC1
    4	1	4	0	1.2	-21	-6	92	95
- Nc1c(CO)nnn1-c1ccccc1
    -2	5	23	-6	1.4	5	-2	95	98
- CC(=O)N1c2ccccc2C(C)(c2ccccc2)CC1(C)C (centres undefined)
    -16	2	28	/	1.4	-9	9	109	125
- COc1ccc(CCNC(=O)C(=O)c2cn(CC(=O)N3CCOCC3)c3ccccc23)cc1
    -33	-8	11	2	-1.1	-6	11	105	106
- CCOC(=O)c1cc(C(C)(C)C)oc1CN
    -4	-4	6	-3	0.1	-1	4	102	103

# (more compounds)
# Value order: FID counter	NS3 helicase inh	UBC9 SUMO inh	GalR3 antagonist	CRFR2-BP ag	CRFR2-BP antag	MEKK2mut PB1 HTS	MEKK3 PB1 HTS	MEKK2wt PB1 HTS
- COc1cccc(CNC(=O)c2cccnc2Sc2ccc(C)cc2C)c1
    -39	-10	27	1	-0.2	2	2	103	103
- COc1ccc(NC(=O)C2=C(C)NC(=O)NC2c2cccs2)c(OC)c1 (centres undefined)
    -7	-6	26	0	-2.1	-9	-5	89	95
- N=C1/C(=C\c2ccc(Br)o2)C(=O)N=C2SC(CC(=O)N3CCCCC3)=NN12
    -48	19	16	-1	1.6	-4	7	104	104
- Cc1cc(C)c(S(=O)(=O)NCc2ccc3c(c2)cc(C)n3C)c(C)c1
    -23	-10	-22	/	1.5	-32	0	95	94
- CC(=O)c1cccc(OCc2cc(C(=O)N(C)CCc3cnn(C)c3)no2)c1
    -25	1	13	-4	-0.2	14	3	103	104
- CC(C)OCCCNC(=O)C1CCC(=O)N1C(C)C (centres undefined)
    1	4	13	-8	-0.5	9	4	98	98
- COC(=O)c1ccccc1NC(=S)NC(=O)c1ccc2c(c1)OCO2
    -24	4	17	2	-0.2	-4	4	106	110
- Clc1ccc(-c2c[n+](Cc3ccc(Cl)c(Cl)c3)c3n2CCC3)cc1
    14	-56	-3	/	/	/	37	106	132
- COc1ccc(/C=N/NC(=O)CN(CCc2ccccc2)S(=O)(=O)c2ccc(NC(C)=O)cc2)cc1OC
    -27	-12	-5	17*	-0.3	3	5	109	106
- CCOC(=O)N1CCC(NC(=O)c2ccc(N3CCC4(CC3)OCCO4)c([N+](=O)[O-])c2)CC1
    -18	3	16	0	-1.8	4	-9	96	95
- CC(C)(C)[C@H]1C=C(C(=O)NCc2ccccc2)O[C@@H](OCc2ccc(CO)cc2)C1
    -30	1	-19	-3	-0.5	38	11	105	115
- O=C1NC(c2ccc(Cl)cc2)Nc2ccccc21 (centres undefined)
    -5	11	17	-10	0.3	8	-1	88	87
- Cc1[nH]c2ccccc2c1N=Nc1cccc(C(=O)O)c1
    -7	17	0	-4	-1.0	7	1	68*[inhibitor]	95

# Assay outcomes (PubChem BioAssay)
